Assay outcomes from PubChem BioAssay.
D2 antagonist – D2 dopamine receptor (human) antagonism; P14416; HEK293 TREx D2 cells, calcium flux, dopamine EC80; inhibition, % at 10 µM; 340,000 compounds, 2% hits; AID 485344; in the data active = inhibition above about 30%; note: 0% is about no effect
Target sequence (P14416 whole entry, looked up): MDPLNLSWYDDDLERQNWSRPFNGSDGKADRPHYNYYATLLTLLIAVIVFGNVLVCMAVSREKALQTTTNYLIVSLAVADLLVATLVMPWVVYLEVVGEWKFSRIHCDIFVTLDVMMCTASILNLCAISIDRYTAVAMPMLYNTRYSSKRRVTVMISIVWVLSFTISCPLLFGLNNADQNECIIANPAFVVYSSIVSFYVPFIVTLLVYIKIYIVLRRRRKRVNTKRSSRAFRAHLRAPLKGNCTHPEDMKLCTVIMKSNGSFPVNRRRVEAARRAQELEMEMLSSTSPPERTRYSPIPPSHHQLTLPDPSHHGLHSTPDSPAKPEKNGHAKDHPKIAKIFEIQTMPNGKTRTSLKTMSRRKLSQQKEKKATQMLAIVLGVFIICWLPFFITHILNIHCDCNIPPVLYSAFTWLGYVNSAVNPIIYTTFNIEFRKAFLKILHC
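Tetracycline-induced HEK293 TREx cells expressing D2 receptor forced-coupled to calcium signalling, loaded with no-wash calcium dye. Compounds added and calcium flux read 180 s, then dopamine added at EC80 and read a further 180 s.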
D1 potentiator – enhances dopamine response at the human D1 receptor; potentiation, % at 10 µM; 360,000 compounds, 0.036% hits; HEK293 TREx D1 cells, calcium flux, dopamine EC20 potentiation; in the data active = potentiation above about 30%; note: 0% is about no effect
Target sequence (P21728 whole entry, looked up): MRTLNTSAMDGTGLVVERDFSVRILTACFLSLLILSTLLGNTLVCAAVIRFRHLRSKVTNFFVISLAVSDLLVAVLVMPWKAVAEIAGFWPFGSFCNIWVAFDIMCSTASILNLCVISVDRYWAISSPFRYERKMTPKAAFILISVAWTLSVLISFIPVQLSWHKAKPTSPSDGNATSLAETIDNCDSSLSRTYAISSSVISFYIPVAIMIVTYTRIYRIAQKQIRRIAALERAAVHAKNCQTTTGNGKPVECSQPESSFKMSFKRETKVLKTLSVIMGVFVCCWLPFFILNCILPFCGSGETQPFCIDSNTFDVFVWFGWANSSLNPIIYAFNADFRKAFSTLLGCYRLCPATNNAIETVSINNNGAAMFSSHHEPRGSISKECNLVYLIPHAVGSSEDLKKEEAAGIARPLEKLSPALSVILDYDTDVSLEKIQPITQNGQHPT
RXFP1 ag – agonists of human relaxin receptor RXFP1; AID 2676; Potency, µM (doses to about 57.5 µM), without a hit: at the top dose activation, actives largely listed as activators; 370,000 compounds, 0.3% hits; Q9HBX9; HEK293T-RXFP1 cAMP TR-FRET, 30 min; response scale: percent of porcine relaxin response, buffer zero; active = well fitted activation curve with a large enough effect; note: potency is the fitted concentration of half-maximal effect; % is set by controls: 0 for no effect and ±100 for the full control effect; nearly all actives have a fitted effect of over 60% in size; many of its hits are not listed in these tables
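cAMP rise read by TR-FRET after 30 min, 37C compound exposure (up to 58 uM) in RXFP1-transfected HEK293 cells with Ro 20174 present. EC50 from Hill-equation fits, with 29 nM porcine relaxin as 100% and buffer as basal.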
TRHR enhancer – allosterically enhances the human TRH receptor; P34981; TRHR cells, fluo-8 calcium fluorescence, EC20 TRH enhancement; enhancement, % at 2 µM; 360,000 compounds, 0.66% hits; AID 493056; in the data active = enhancement above about 30%; note: 0% is about no effect
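Enhancer read-out: after compound pinning and an initial kinetic agonist-mode read, an EC20 of TRH (10 nM final) was injected and fluo-8 calcium signal (Ex 480/Em 530) followed at 1 s/cycle for 100 cycles in TRHR-expressing cells.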
D1 ag – activates the human D1 dopamine receptor; P21728; activation, % at 2 µM; AID 504660; HEK293 T-REx D1 cells, calcium flux, agonist mode; 360,000 compounds, 1% hits; in the data active = activation above about 30%; note: 0% is about no effect
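Tetracycline-induced HEK293 TREx D1 cells, force-coupled to calcium signalling, were dye-loaded with a no-wash calcium kit. Compound was pin-added after a 10 s baseline. Fluorescence was read kinetically at 1 cycle/s for 180 s, with calcium rises flagged as agonism.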
D2 agonist – activates the human D2 dopamine receptor | P14416 | HEK293 T-REx D2 cells, calcium flux agonist mode | activation, % at 2 µM | 340,000 compounds, 0.53% hits | AID 485358;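 active = activation over 3 SD above normal in the single-dose calcium agonist read, cut at about 30% in these data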; note: 0% is about no effect
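Agonism is scored from calcium flux in a force-coupled, inducible HEK293 cell line expressing D2, read kinetically for 180 s after compound addition against dopamine controls.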
D1 antagonist – antagonists of human D1 dopamine receptor; 360,000 compounds, 3.2% hits; HEK293 TREx D1 cells, calcium flux, dopamine EC80; hits give low values; P21728; activity change, negative = inhibition, % at 10 µM; in the data active = activity change below about -30%; note: % is set by controls: 0 for no effect and ±100 for the full control effect
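Using tetracycline-induced force-coupled D1 Hek293 cells and a calcium dye, signals were followed for 180 s after compound, then for 180 s after EC80 dopamine, to detect inhibitors.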
RXFP1 antag – RXFP1 (human) relaxin receptor antagonism; AID 1259400; activity change, negative = inhibition, % at 57.5 µM; HEK293-RXFP1, relaxin-stimulated cAMP HTRF, 30 min; hits give low values; 350,000 compounds, 0.59% hits; Q9HBX9;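 active = activity change of -60% or lower, but not beyond a set lower limit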; note: % is set by controls: 0 for no effect and ±100 for the full control effect
D2 potentiator – positively modulates the human D2 dopamine receptor allosterically; HEK293 T-REx D2, calcium flux, EC20 dopamine potentiation; potentiation, % at 10 µM; 340,000 compounds, 0.34% hits; AID 485347;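 active = potentiation over 3 SD above the plate norm, cut at about 30% in these data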; note: 0% is about no effect
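Tetracycline-induced HEK293 T-REx cells force-coupled to calcium signalling expressed D2; compounds were pin-added after a 10 s baseline, read kinetically 180 s, then an EC20 dopamine challenge followed with a further 180 s calcium read.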
An asterisk follows results filed as active; · = no result given; & = joins results of further samples.

SMILES	D2 antagonist	D1 potentiator	RXFP1 ag	TRHR enhancer	D1 ag	D2 agonist	D1 antagonist	RXFP1 antag	D2 potentiator
COc1cc(-c2ccc3sc(-c4ccsc4)c(C#CCO)c3c2)cc(OC)c1OC	1	5	0.3%	5	6	0.9	·	·	-1
COc1ccccc1CNC(=O)Cn1ncc2c(C)n(Cc3ccccc3Cl)c(C)c2c1=O	·	-2	0.5%	1	2	0.3	-4	-33	9
COc1ccc(-c2cn(CC3CCCCC3)nn2)cc1	-1	-3	0.2%	-9	7	-1.4	-5	·	-10
COc1ccc(NC(=O)c2ccco2)cc1NC(=O)c1ccc(OC(C)C)cc1	·	-7	-0.6%	43*	3	-0.6	-11	-16	7
Cc1ccc(-c2nc(NC(=O)CSc3ncn[nH]3)ns2)cc1	-7	-9	3.4%	2	1	-0.8	11	5	-3
COC(=O)C1(S(=O)(=O)c2cc(Br)cc3c2N(C(C)=O)CC3)CC1	13	2	-1.8%	0	2	0.1	-4	-11	5
CCN(CC)S(=O)(=O)c1ccc(N2CCCC2)c(NS(=O)(=O)c2ccc([N+](=O)[O-])cc2)c1	12	0	5.3%	-1	5	-0.7	-19	-9	0
COc1ccc(N(CC(=O)Nc2cccnc2)S(=O)(=O)c2ccc(C)cc2)cc1Cl	4	-1	0.9%	4	0	4.8	-5	-2	·
Cc1c(Cl)ccc2c1NC(=O)[C@]21N[C@@H](Cc2ccccc2)[C@H]2C(=O)N(c3ccc(F)cc3)C(=O)[C@H]21	-7	16	1.2%	5	34*	3.9	-1	-14	17
CCCCNC(=O)NC12CC3CC(CC(C3)C1)C2	4	-2	-0.2%	-2	0	0.1	-7	-13	-4
Cn1c(=O)[nH]c(=O)c2[nH]c(NCCCN3CCOCC3)nc21	0	2	2.1%	2	1	1.3	2	-3	-9
COc1ccc2c(c1)NC1(O)c3ccccc3C(=O)C21O (configuration not stated)	32*	-9	0.3%	-2	1	-0.4	-6	-10	-8
O=[N+]([O-])c1ccc(N2CCN(Cc3ccc(Br)o3)CC2)cc1	1	-7	-0.6%	-7	7	-0.6	-17	-1	-1
Cc1cc(=O)oc2c(C)c(OC(C)C(=O)NC3CCN(Cc4ccccc4)CC3)ccc12 (configuration not stated)	-3	-3	-3.9%	0	1	0.5	3	-20	-10
CCCOc1cccc(C2C(C(=O)c3cccs3)=C(O)C(=O)N2Cc2cccnc2)c1 (configuration not stated)	-4	5	0.1%	5	4	-0.3	-1	5	1
Cc1ccc(NC(=O)CCn2nc(C)c(S(=O)(=O)N3CCCCC3)c2C)cc1Cl	·	-1	-1.1%	-15	2	-4.1	-22	-6	-21
CCCCCC(=O)NC(=S)Nc1ccc(N2CCOCC2)cc1	-24	-6	0.2%	9	23	0.1	6	14	8
O=C(Nc1cccc(Cl)c1)C1CCN(S(=O)(=O)Cc2ccccc2)CC1	·	-1	10%	5	0	1.2	-30	-8	2
CNC(=S)NCCN1CCOCC1	-8	5	-1.0%	6	3	1.9	-2	16	20
O=C(CSc1nc2c([nH]c3ccccc32)c(=O)n1-c1ccccc1F)Nc1cccc(C(F)(F)F)c1	·	-6	-0.2%	18	4	·	-7	·	-2
COc1ccc(-c2nn(C)c(=O)c3ccccc23)cc1CNC(=O)C1CCCCC1	15	-2	-0.6%	6	1	-1.5	9	-15	10
CC1(c2ccc3c(c2)OCO3)NC(=O)N(CC(=O)Nc2ccc(N3CCOCC3)cc2)C1=O (configuration not stated)	-9	-2	-0.3%	1	0	0.9	-3	10	14
COc1ccc(-c2cn3ccc(C)cc3n2)cc1	7	-4	5.7%	-4	2	-0.6	-19	5	-4
COc1ccc(CCNC(=O)C(NS(=O)(=O)c2ccc3c(c2)CCN3C(C)=O)C(C)C)cc1OC (configuration not stated)	5	-2	1.0%	0	5	-0.3	-4	·	32*
CC(C)Oc1ccc(CCC(=O)N/N=C/c2ccc3c(c2)OCO3)cc1	-11	-1	2.9%	4	6	0.5	1	5	-2
Cc1cc(C)c2c(n1)SCC(=O)N2CC(=O)Nc1ccccc1C	·	-2	0.7%	0	0	-0.2	10	·	18
Cc1cc(N2CCCC2)ccc1/C=N/n1cnnc1	-20	3	-0.2%	0	0	-0.6	2	3	5
Cc1ccc(C(=O)N[C@H](C(=O)OCc2nnc(-c3ccccc3)o2)C(C)C)cc1	-3	2	-1.2%	3	0	·	-9	-6	-6
CCOC(=O)c1c(C)[nH]c(C(C)=O)c1C	7	5	6.3%	4	1	0.3	-23	10	-1
CC(/C=C/C=C/c1ccccc1)=N/NC(=O)c1ccc2c(c1)OCCO2	22	0	-0.9%	5	2	0.7	4	-13	7
CCOC(=O)Cc1c(C)c2c(C)[nH]nc2oc1=O	0	0	1.3%	6	2	-3.0	28	-3	-7
COc1ccccc1-c1ccc(SCC(=O)NCc2ccc3c(c2)OCO3)nn1	0	5	-0.2%	11	5	-0.6	5	0	-21
Cc1cc2cc(CNC(=S)NCc3ccccc3)ccc2n1C	45*	-4	2.5%	2	1	1.4	-4	8	16
CC(N)C12CC3CC(C1)CC(C(C)N)(C3)C2 (configuration not stated)	-15	7	0.4%	-5	2	0.3	-15	-4	-9
COc1ccc(N2CC(C)(C)C2=O)cc1	8	-2	-0.3%	-1	0	0.0	6	-31	17
CN(CC(=O)Nc1ccccc1Cl)C(=O)COC(=O)c1ccc(=O)n(Cc2ccccc2)n1	0	-2	0.5%	1	2	0.4	20	3	10
O=C(NCCC(=O)N1CCN(c2ccccc2F)CC1)c1ccco1	0	3	-0.2%	-1	2	0.1	1	-10	13
CCOc1ccc(CNC(=O)C2CCCN(S(=O)(=O)c3ccc4c(ccn4C)c3)C2)cc1 (configuration not stated)	·	-3	1.1%	1	4	·	-20	-5	-1
O=C(CN1CCN(c2ccc(O)cc2)CC1)Nc1cc([N+](=O)[O-])ccc1Cl	-3	-5	0.6%	-3	3	-0.1	-5	-10	-4
CC(=O)Nc1ccc(N(C(=O)CNC(=O)c2cccs2)C(C(=O)NC(C)(C)C)c2ccccc2)cc1 (configuration not stated)	2	1	-0.8%	-10	0	-0.2	3	-7	16

6 compounds from above, arranged by heavy-atom count, rising.
SMILES	D2 antagonist	D1 potentiator	RXFP1 ag	TRHR enhancer	D1 ag	D2 agonist	D1 antagonist	RXFP1 antag	D2 potentiator
COc1ccc(N2CC(C)(C)C2=O)cc1	8	-2	-0.3%	-1	0	0.0	6	-31	17
CC(N)C12CC3CC(C1)CC(C(C)N)(C3)C2 (configuration not stated)	-15	7	0.4%	-5	2	0.3	-15	-4	-9
Cc1cc(N2CCCC2)ccc1/C=N/n1cnnc1	-20	3	-0.2%	0	0	-0.6	2	3	5
Cc1cc2cc(CNC(=S)NCc3ccccc3)ccc2n1C	45*	-4	2.5%	2	1	1.4	-4	8	16
CC(C)Oc1ccc(CCC(=O)N/N=C/c2ccc3c(c2)OCO3)cc1	-11	-1	2.9%	4	6	0.5	1	5	-2
O=C(CN1CCN(c2ccc(O)cc2)CC1)Nc1cc([N+](=O)[O-])ccc1Cl	-3	-5	0.6%	-3	3	-0.1	-5	-10	-4

Printed as active in D2 potentiator, among the entries above:
canonical_smiles	D2 antagonist	D1 potentiator	RXFP1 ag	TRHR enhancer	D1 ag	D1 antagonist	RXFP1 antag	D2 potentiator
COc1ccc(CCNC(=O)C(NS(=O)(=O)c2ccc3c(c2)CCN3C(C)=O)C(C)C)cc1OC (configuration not stated)	5	-2	1.0%	0	5	-4	·	32*

Other records:
SMILES	D2 antagonist	D1 potentiator	RXFP1 ag	TRHR enhancer	D1 ag	D2 agonist	D1 antagonist	RXFP1 antag	D2 potentiator
O=C(CNC(=O)c1ccc2c(c1)OCCO2)N/N=C/c1ccc([N+](=O)[O-])cc1	1	·	2.4%	-6	2	0.9	-1	-33	-3
Cc1cc(Cl)ccc1OCCCC(=O)N1CCOCC1	1	-6	2.6%	7	3	0.5	-12	-1	-4
Cc1cc(C(=O)CN2C(=O)NC3(CCCCC3C)C2=O)c(C)n1Cc1cccs1 (configuration not stated)	-19	-1	3.5%	2	5	0.0	5	·	14
COc1cc(OC)cc(C(=O)NC2CCN(Cc3nnnn3Cc3ccc(F)cc3)CC2)c1	21	-3	0.3%	-3	2	-1.1	-17	-10	9
COCCCNC(=O)c1cc(C(=O)Cc2ccccc2)c[nH]1	-12	0	1.4%	-2	1	-1.6	13	1	-5
CS(=O)(=O)c1ccc(Cl)c(NC(=O)COC(=O)c2cccc(C#N)c2)c1	-3	-2	-1.2%	0	5	-0.1	16	-2	18
O=C(CN1CCCC1)Nc1c2c(nc3ccccc13)N(Cc1ccccc1)CC2	-10	1	0.3%	4	1	-0.6	10	-19	8
Oc1ccc(NCc2ccccc2OCc2ccccc2Cl)cc1	·	3	-1.8%	-13	-1	0.2	2	-2	-14
CCN(CC)C(=O)/C(=C\c1ccc2c(c1)OCO2)NC(=O)c1ccc(Br)cc1	1	-7	0.0%	7	-1	-0.3	-30*	-10	12
CCOc1ccccc1NC(=O)CSc1nc2c([nH]c3ccccc32)c(=O)n1-c1ccccc1	·	-2	-0.5%	-1	1	1.5	1	-6	13
CC(C)CCNC(=O)CN1C(=O)c2cccnc2Sc2ccccc21	·	-4	0.1%	1	0	·	7	-1	11
CCCC(=O)Nc1nn(CC)c2nc3ccc(C)cc3cc12	-7	-3	0.8%	-4	-1	-0.9	-6	-2	-2
C/C(=N\OCC(=O)O)c1ccc(Cl)cc1	5	-2	3.6%	0	4	1.2	-6	1	-6
Cc1ccc(NC(=O)CN(Cc2ccco2)Cc2ccccc2O)cc1C	1	-1	0.1%	-1	0	2.6	-9	-7	·
COc1ccc(-n2nc(C(=O)Nc3cccc(C(F)(F)F)c3)c3c4ccccc4n(C)c3c2=O)cc1	·	0	2.1%	-4	1	-0.7	-4	6	-3
O=C(Nc1cccc([N+](=O)[O-])c1)N1CCc2ccccc2C1	-2	-12	1.7%	-2	11	-0.2	3	-1	-15
CCSc1nnc2ccc(-c3ccc(OC)c(OC)c3)nn12	-20	-3	8.1%	3	3	0.0	-11	2	2
O=C1CC(C(=O)O)c2ccccc2N1 (configuration not stated)	-10	-1	1.9%	-6	2	-0.1	21	11	-1
COc1cc(OC)cc(C(=O)Nc2ccc3c(c2)OCCO3)c1	0	-10&0	-1.6%&-0.7%	3&-4	0&-2	0.2	-24&-1	-11	5&-22
O=C(O)CC1(Cc2nc(-c3cccs3)no2)CCCC1	12	·	3.7%	-1	1	-1.4	2	·	1
Cc1cccc(C(=O)OC(C)CN2CCCC2)c1 (configuration not stated)	-14	-2	0.2%	5	3	-0.1	5	-2	-14
C=CCc1ccccc1Oc1cc(F)nc(N)n1	-5	5	-0.7%	0	8	-0.9	49	-4	2
CCN(CC)CCOc1ccc2c(c1)C(=NO)c1cc(OCCN(CC)CC)ccc1-2	3	-2	-4.0%	2	1	0.5	-11	-25	0
COc1ccc(NC(=O)NCCCN2CCCCC2C)cc1 (configuration not stated)	-13	0	1.6%	-1	2	-0.2	-10	·	1

Not all compounds are listed; the hit share may differ from the screen's.
